mHTT CaM bind – disrupts binding of mutant huntingtin to calmodulin; AlphaScreen His-mHTT/GST-CaM binding, luminescence; inhibition, % at 15 µM; actives 3.6% (n = 190,000); AID 1671202;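 note: 0% = both proteins with DMSO and 100% = one protein alone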
Target sequence (P42858 whole entry, looked up, stated change not applied): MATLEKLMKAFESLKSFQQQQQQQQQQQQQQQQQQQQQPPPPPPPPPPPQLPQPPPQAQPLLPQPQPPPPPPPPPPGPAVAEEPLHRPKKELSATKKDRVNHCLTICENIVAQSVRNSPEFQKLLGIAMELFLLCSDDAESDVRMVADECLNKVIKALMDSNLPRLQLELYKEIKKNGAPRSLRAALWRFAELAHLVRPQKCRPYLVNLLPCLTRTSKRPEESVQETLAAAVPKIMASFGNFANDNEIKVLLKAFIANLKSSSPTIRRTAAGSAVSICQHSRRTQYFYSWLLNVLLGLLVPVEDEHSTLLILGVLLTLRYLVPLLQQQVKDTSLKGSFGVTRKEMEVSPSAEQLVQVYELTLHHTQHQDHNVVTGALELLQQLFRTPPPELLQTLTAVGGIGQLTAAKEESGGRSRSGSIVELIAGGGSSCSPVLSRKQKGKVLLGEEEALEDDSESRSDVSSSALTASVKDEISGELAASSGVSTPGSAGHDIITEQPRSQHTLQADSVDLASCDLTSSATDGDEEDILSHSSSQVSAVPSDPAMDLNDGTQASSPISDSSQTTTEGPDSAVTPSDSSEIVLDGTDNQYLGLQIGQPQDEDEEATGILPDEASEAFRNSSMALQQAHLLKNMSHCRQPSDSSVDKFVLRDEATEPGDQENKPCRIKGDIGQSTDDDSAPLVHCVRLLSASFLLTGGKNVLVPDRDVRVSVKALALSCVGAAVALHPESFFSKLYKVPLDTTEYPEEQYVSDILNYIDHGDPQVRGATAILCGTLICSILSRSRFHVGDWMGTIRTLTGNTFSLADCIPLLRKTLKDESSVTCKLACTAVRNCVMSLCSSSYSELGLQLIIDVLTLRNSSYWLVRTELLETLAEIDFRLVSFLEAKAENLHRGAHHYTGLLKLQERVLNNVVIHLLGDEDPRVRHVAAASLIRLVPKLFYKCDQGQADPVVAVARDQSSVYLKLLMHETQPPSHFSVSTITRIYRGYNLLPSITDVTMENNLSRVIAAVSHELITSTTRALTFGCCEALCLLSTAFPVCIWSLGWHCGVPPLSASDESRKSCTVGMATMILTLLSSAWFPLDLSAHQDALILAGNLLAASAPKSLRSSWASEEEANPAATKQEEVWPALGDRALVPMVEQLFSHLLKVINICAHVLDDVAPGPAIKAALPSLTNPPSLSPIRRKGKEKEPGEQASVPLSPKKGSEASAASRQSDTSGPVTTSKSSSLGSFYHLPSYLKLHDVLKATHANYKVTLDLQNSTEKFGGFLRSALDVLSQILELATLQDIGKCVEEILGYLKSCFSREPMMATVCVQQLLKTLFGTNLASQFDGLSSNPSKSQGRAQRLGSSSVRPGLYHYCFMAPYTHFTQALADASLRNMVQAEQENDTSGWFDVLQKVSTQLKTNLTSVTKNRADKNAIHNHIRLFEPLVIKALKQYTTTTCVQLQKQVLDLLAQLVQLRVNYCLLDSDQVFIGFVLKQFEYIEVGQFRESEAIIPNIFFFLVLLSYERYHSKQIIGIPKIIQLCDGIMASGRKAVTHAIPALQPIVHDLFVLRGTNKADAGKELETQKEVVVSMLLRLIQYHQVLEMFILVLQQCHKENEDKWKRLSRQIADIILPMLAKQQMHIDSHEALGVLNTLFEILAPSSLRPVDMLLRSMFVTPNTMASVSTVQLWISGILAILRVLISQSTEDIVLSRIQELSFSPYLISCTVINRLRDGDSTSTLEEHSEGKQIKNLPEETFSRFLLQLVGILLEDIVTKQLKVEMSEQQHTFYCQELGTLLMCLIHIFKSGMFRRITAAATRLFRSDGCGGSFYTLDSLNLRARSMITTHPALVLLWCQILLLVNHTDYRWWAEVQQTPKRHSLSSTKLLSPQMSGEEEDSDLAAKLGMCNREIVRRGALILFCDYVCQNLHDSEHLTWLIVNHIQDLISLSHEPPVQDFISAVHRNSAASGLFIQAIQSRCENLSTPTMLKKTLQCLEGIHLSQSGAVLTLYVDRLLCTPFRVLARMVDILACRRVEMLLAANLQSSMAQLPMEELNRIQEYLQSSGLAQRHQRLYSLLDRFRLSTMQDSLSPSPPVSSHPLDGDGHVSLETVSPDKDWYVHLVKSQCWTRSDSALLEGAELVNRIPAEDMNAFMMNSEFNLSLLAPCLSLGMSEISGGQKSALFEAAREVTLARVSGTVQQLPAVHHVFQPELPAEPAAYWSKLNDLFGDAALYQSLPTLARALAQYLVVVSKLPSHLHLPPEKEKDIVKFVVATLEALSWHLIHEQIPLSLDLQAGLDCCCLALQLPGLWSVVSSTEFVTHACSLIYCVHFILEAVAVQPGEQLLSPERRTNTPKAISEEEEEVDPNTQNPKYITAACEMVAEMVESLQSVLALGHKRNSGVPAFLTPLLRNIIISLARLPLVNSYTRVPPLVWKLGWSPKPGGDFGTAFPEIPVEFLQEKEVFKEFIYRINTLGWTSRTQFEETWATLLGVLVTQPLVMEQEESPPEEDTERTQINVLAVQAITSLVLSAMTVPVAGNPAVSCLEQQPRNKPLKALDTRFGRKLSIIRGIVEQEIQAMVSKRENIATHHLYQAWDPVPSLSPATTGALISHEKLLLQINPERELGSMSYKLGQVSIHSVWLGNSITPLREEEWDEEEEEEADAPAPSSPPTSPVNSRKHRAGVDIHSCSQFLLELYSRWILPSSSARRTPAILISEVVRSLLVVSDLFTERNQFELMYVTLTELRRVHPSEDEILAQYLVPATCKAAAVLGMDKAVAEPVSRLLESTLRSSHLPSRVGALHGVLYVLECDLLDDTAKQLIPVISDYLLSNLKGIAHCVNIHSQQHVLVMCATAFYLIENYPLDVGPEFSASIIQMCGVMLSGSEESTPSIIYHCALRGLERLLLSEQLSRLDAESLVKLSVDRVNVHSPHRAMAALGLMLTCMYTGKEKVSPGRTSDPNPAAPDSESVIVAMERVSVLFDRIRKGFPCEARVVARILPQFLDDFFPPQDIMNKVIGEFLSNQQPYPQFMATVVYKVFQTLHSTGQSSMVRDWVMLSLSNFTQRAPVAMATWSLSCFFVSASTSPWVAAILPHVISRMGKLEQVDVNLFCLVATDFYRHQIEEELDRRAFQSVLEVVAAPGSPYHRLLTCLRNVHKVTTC
Pf apPOL inh – Pf-apPOL DNA polymerase inhibition. actives 0.25% (n = 210,000). AID 1794808. Recombinant Pf-apPOL, molecular beacon fluorescence, 1.5 h. inhibition, % at 10 µM
An asterisk follows results filed as active; . = not tested or not shown; & = joins results of further samples. Cut-off read from the data, not from the text of the source: active = inhibition above about 50%; inactive = the rest. Compounds were not picked by outcome; any-hit rate near 3.6%.

The opening three entries, ahead of the listing:
SMILES	mHTT CaM bind	Pf apPOL inh
O=C(CSc1oc(-c2ccccc2)nc1S(=O)(=O)c1ccccc1)NC1CCCCC1	0	-4
O=C(NCCOc1cccc(Cl)c1Cl)c1cccnc1	-4	11
COc1cccc(C=C2Oc3c(ccc(O)c3CN3CCN(CCO)CC3)C2=O)c1	-6	-17

The whole of this part, repeating the preview:
SMILES	mHTT CaM bind	Pf apPOL inh
O=C(CSc1oc(-c2ccccc2)nc1S(=O)(=O)c1ccccc1)NC1CCCCC1	0	-4
O=C(NCCOc1cccc(Cl)c1Cl)c1cccnc1	-4	11
COc1cccc(C=C2Oc3c(ccc(O)c3CN3CCN(CCO)CC3)C2=O)c1	-6	-17
COc1ccc(CN2CCN(C(C)=O)CC2)c(C)c1C	0	-25
Cc1sc(NC(=O)c2ccccc2)c(C(N)=O)c1C	-1	-3
COc1ccc(C(=O)Nc2ccc(OCC(=O)N3CCOCC3)cc2)c(OC)c1OC	0	-6
O=C(NN1CCOCC1)c1ccc(-c2ccccc2)cc1	0	0
Cc1ccc(S(=O)(=O)Nc2nc(CCC(=O)NCc3ccco3)cs2)cc1	3	13
Cc1noc(-c2nn(C)c3c2CN(C(=O)C(C)Oc2ccccc2)CC3)n1 (stereo not drawn)	-2	-3
COc1ccc(CNC(=O)C(=O)Nc2cccc(Cl)c2Cl)cc1	-7	-7
CC1=C(C#N)C(c2ccco2)C(C#N)=C(C)N1	.	-10
CCCc1[nH]n(-c2ccc(F)cc2)c(=O)c1C=NCC(O)c1ccccc1 (stereo not drawn)	10	3
Cc1cc(C)n2nc(SCC(=O)NC3CC3)nc2n1	-3	-8
Cc1cccc(N2C(=O)CC(N(O)c3ccccc3)C2=O)c1C (stereo not drawn)	2	-2
Fc1cccc(-c2noc(Cc3nnc(-c4cccc(F)c4)o3)n2)c1	-36	-3

Full records as entered above. Values in the order: mHTT CaM bind	Pf apPOL inh
`Fc1cccc(-c2noc(Cc3nnc(-c4cccc(F)c4)o3)n2)c1` is listed as -36	-3
`COc1ccc(CN2CCN(C(C)=O)CC2)c(C)c1C` is listed as 0	-25
`Cc1ccc(S(=O)(=O)Nc2nc(CCC(=O)NCc3ccco3)cs2)cc1` is listed as 3	13
`Cc1cccc(N2C(=O)CC(N(O)c3ccccc3)C2=O)c1C` (stereo not drawn) is listed as 2	-2
`Cc1noc(-c2nn(C)c3c2CN(C(=O)C(C)Oc2ccccc2)CC3)n1` (stereo not drawn) is listed as -2	-3

Other entries
SMILES	mHTT CaM bind	Pf apPOL inh
Cc1cccc(NCN2C(=O)C3CC=C(Cl)CC3C2=O)c1 (stereo not drawn)	28	1
Cc1ccc(C(=O)N2CCCCC2c2nc(-c3ccncc3)no2)s1 (stereo not drawn)	0	-6
O=C(Cc1cccc(Cl)c1)Nc1cc(-c2ccccn2)no1	13	-4
Cc1ccc(NC(=O)N2CCOc3ccc(Cl)cc32)c(C)c1	-8	-6
Cc1cc(OC(=O)C(c2ccccc2)C2CCCC2)c(Cl)c(C)c1Cl (stereo not drawn)	.	5
CCCc1ccc(-c2ccc(C(N)=O)cc2)cc1	.	-12&-10
CCC(C)(C)NS(=O)(=O)c1ccc(OC)c(OC)c1	-5	-12
Cc1ccc(C)c(OCC(=O)Nc2cc(Cl)ccc2C)c1	-2	1
COC(OC)c1nc(SCC(=O)Nc2cccc(Cl)c2)ncc1C(=O)O	.	-9
CCCCN(C)Cc1c(C)[nH]c2c(Cl)cccc2c1=O	0	2
Cc1ccc(-c2cncc(C(=O)Nc3ccc4c(c3)OCCO4)c2)cc1	54*	-3
CCCCN(C)C(=O)c1ccc(CN2C(=O)C3CCCN3C(=O)c3ccccc32)cc1 (stereo not drawn)	0	-2
COC(=O)c1ccc(NC(=O)CN2CC(c3nc(-c4cnccn4)no3)C2)cc1	2	-2
N#Cc1nc(COc2ccccc2)oc1NCc1ccc(F)cc1	16	-5
Cc1ccc(CNC(=O)CN(c2ccccc2)S(=O)(=O)c2ccccc2[N+](=O)[O-])cc1	0	2
Cc1ccc(C(=O)N2CCN(c3cc(C)ccc3F)C(=O)C2C)cc1 (stereo not drawn)	-4	1
CC(C)n1cc2cc(C(=O)NCCN3CCOCC3)sc2c1	7	-2
Brc1ccc(C2CC(c3cccs3)Nc3nnnn32)cc1 (stereo not drawn)	4&-2	-4&-6
CCOc1ccc(-c2cn3ccn(-c4ccccc4OC)c(=O)c3n2)cc1	-2	-2
COC(=O)C1CN(Cc2cn(CCOC(C)=O)nn2)CCS(=O)(=O)N1Cc1ccccc1 (stereo not drawn)	0	5
COc1cccc(OC)c1OCCOc1cccc(Cl)c1Cl	-101	4
COc1ccc(CC(=O)N2CCc3c(c(-c4nc(Cc5ccccc5)no4)nn3C)C2)cc1	-3	-1
CC1(C)Cc2c(sc3ncn4nc(COc5ccc(Cl)cc5)nc4c23)C(C)(C)N1	15	-6
O=C(Nc1nc2c(s1)CCCC2)c1ccc(S(=O)(=O)N2CCc3ccccc32)cc1	16	0
O=c1c2scc(-c3ccc(F)cc3)c2ncn1CCOc1ccccc1	-2	-6
O=c1c2c(ccn1CCCN1CCOCC1)ccn2Cc1cccnc1	-2	-4
CC(C)NC(=O)C1CCN(c2nc3ccc(-c4ccccc4F)nc3s2)CC1	0	0
Cc1ccc(N2C(=O)CSC2c2cccnc2)cc1F (stereo not drawn)	3	-8
CN(C)CCN(C(=O)c1ccccc1S(C)(=O)=O)c1nc2c(Cl)cccc2s1	-7	-8
Cc1c(-c2nnnn2-c2ccc(Cl)cc2)cnn1-c1ccccc1	.	-2

Ordered by SMILES length (lowest first): part of the list above.
SMILES	mHTT CaM bind	Pf apPOL inh
Cc1ccc(C(=O)N2CCCCC2c2nc(-c3ccncc3)no2)s1 (stereo not drawn)	0	-6
Cc1ccc(S(=O)(=O)Nc2nc(CCC(=O)NCc3ccco3)cs2)cc1	3	13
COC(=O)c1ccc(NC(=O)CN2CC(c3nc(-c4cnccn4)no3)C2)cc1	2	-2

The list goes on.
SMILES	mHTT CaM bind	Pf apPOL inh
COc1ccccc1N1C(=O)[C@@H]2CSCCS(=O)(=O)N2C1=O	1	-5
O=C1NC2(CCN(Cc3c(F)cccc3Cl)CC2)N=C1c1ccccc1	-2	3
O=C(Nc1nc(-c2ccccn2)cs1)c1ccc(S(=O)(=O)N2CCCCC2)cc1	100*	2
N#Cc1cnc2ccccc2c1N1CCC(C(=O)Nc2cccc(F)c2)CC1	-3	1
Cc1nc2ccccc2n1CC(O)COCc1ccccc1 (stereo not drawn)	3	-3
C(=C/c1nccc2c1[nH]c1ccccc12)/c1ccc2c(c1)OCO2	-24	.
COc1ccc(N(CC(=O)NCC2CCCO2)S(C)(=O)=O)c(OC)c1 (stereo not drawn)	-4	-6
O=C(C=C1SC(=O)N(CC(=O)Nc2ccc(Cl)cc2)C1=O)Nc1ccc(F)cc1	2	-3
COc1cc(CN(CCN(C)C)Cc2ccccc2)cc(OC)c1	4	-1
COc1ccc(C=Nc2ccc3c(c2)OCCO3)cc1	10	-7
O=S(=O)(c1ccccc1)N1CCc2ccccc21	-11&-20	-15
O=C(C1CCC1)N1CCN(Cc2noc(-c3ccccc3Cl)n2)CC1	19	3
CCOc1ccc(C(=O)Nc2ccc3oc(-c4cccnc4)nc3c2)cc1Cl	-2	-7
COc1cc(OC)cc(C(=O)N2CCN(c3cc(C)cc(C)c3)C(=O)C2C)c1 (stereo not drawn)	4	0
Cc1scc2nc(C(=O)NC3CCCC3)nc(N(C)C)c12	22	0
Cc1cccc(NC(=O)c2c(O)c3cccc4c3n(c2=O)CC4)n1	-7	2
CC1NC2(C(=O)c3ccccc3C2=O)C2C(=O)N(c3ccccc3)C(=O)C12 (stereo not drawn)	0	-4
OC(COc1ccc(-c2csnn2)cc1)CN1CCN(C(c2ccccc2)c2ccccc2)CC1 (stereo not drawn)	.	-2
CC(C)C1N(C(=O)CN2CCCC2)CCN1S(=O)(=O)c1ccccc1 (stereo not drawn)	4	1
CC1(C)C(=O)N(Cc2ccc(Cl)cc2)C(=O)N1CC(O)Cn1ccnc1 (stereo not drawn)	0	-8
Cc1cc(C)c(C(=O)N2CCC(CC(=O)NC(C)c3ccccc3)CC2)[nH]1 (stereo not drawn)	5	-4
CSC1=NC2(CCCCC2)CC12C=CC(=O)C=C2	-2	-4
O=C(CSc1ccc(-c2nc(-c3ccccc3)no2)cn1)NCc1cccs1	-6	-6
N#CN=C1CCCN1C(=O)c1ccccc1	-2	-4
COc1cccc(CC(=O)N2CCCC2c2ccccc2F)c1 (stereo not drawn)	-4	-5
CC1CC(C)CN(S(=O)(=O)c2cc(C(=O)Nc3ccc(Br)cc3)ccc2F)C1 (stereo not drawn)	4	0
COc1ccccc1N1C(=O)C2C3C=CC(C3)C2(C)C1=O (stereo not drawn)	10	7
O=C(CSc1nnc2ccc(-c3ccccc3)nn12)NCc1ccccc1Cl	-4	2
O=C(Nc1nnc(SCc2cn3ccccc3n2)s1)C1CCC1	-3	3
CC(C)(C)c1cc2c(c(C(C)(C)C)c1)OC(c1ccc([N+](=O)[O-])cc1)N2 (stereo not drawn)	18	.

Not a retest: entries from further up.
SMILES	mHTT CaM bind	Pf apPOL inh
Cc1cccc(NC(=O)c2c(O)c3cccc4c3n(c2=O)CC4)n1	-7	2
CC1NC2(C(=O)c3ccccc3C2=O)C2C(=O)N(c3ccccc3)C(=O)C12 (stereo not drawn)	0	-4

Next records:
SMILES	mHTT CaM bind	Pf apPOL inh
COc1cc(CSCc2csc(NC(=O)c3ccc4c(c3)OCO4)n2)cc(OC)c1	-2	-4
Cc1cccc(C(=O)Nc2ccc3ncnc(N4CCCCC4)c3c2)c1	18	1
COc1ccccc1-c1c(C#N)c(N)nc2c1CCCC2	5	-4
Cc1noc(COC2CCN(S(=O)(=O)c3ccccc3C)CC2)n1	-1	2
O=C(NCc1cccc(Cl)c1)O[C@H]1CC[C@@]23CCCN2C(=O)CCC[C@H]3C1	4	-8
O=S1(=O)CCSCCN1Cc1ccccc1F	-5	-3
O=C(c1ccccc1I)N1CCN(c2cccc(Cl)c2)CC1	77*	-2
C1CCN(CCC2CCCCN2)CC1 (stereo not drawn)	.	-4
CCC(C)N1Cc2cc(NS(=O)(=O)c3ccccc3)ccc2OCC1=O (stereo not drawn)	2	-4
O=C1OC(c2cccc([N+](=O)[O-])c2)=N/C1=C\c1cccc(Br)c1	9	0
O=c1oc2ccc([N+](=O)[O-])cc2cc1-n1cccc1	.	24
COCCN1C(=O)CCc2cc(NS(=O)(=O)c3ccc(C)c(Cl)c3)ccc21	1	-10
CCN1CCN(C2CC(=O)N(c3ccc(N=Nc4ccccc4)cc3)C2=O)CC1 (stereo not drawn)	17	-4
COc1cc(O)c(C(CCN2CCN(c3ccccc3)CC2)c2cc(OC)c(OC)c(OC)c2)c(OC)c1 (stereo not drawn)	100*	-5
COc1ccc(C(=O)C(C)OC(=O)c2cc3cc(Br)cc(OC)c3oc2=O)cc1 (stereo not drawn)	4	3
COc1cc(NS(=O)(=O)c2ccc(C)cc2)cc(OC)c1O	11	31
O=C(CC1CCCC1)N1CC(c2nc(-c3ccccc3)no2)C2(CCOCC2)C1 (stereo not drawn)	25	-6
COc1ccccc1C(=O)CC(=O)Nc1ccccc1	-2	0
COc1cc(OC)c(OC)cc1/C=C1\N=C(c2cc(C)ccc2[N+](=O)[O-])OC1=O	1	-12
CCN(CC)CCN1C(=O)C(=O)C(=C(O)c2ccccc2)C1c1ccccc1F (stereo not drawn)	1	-2
CCCS(=O)(=O)N1CCCc2cc(NC(=O)c3cc(-c4ccccc4)on3)ccc21	-7	-8
Cc1ccc(NC(=O)N2CCC(n3cnc4cc(Cl)ccc4c3=O)CC2)cc1	-9	-7
CC1(C)CC(=O)c2cc(C(=O)NCc3ccccc3)c(=O)n(-c3ccccc3)c2C1	6	-3
CC(=O)Nc1ccc(S(=O)(=O)NCCSCc2cccc(Cl)c2)cc1	2	-2
CCC(C)NS(=O)(=O)c1cc(C(=O)Nc2ccccc2C)ccc1F (stereo not drawn)	2	-10
CC1=NN(Cc2cc(C(C)(C)C)c(O)c(C(C)(C)C)c2)C(=O)C1	13	0
NC(=O)c1cc(-c2ccc(O)cc2)nc2ccccc12	3	-4
Nc1nc(SCC(=O)NCCN2CCOCC2)nc2sc3c(c12)CCCC3	-2	1
O=C(CSc1nc2ccccc2s1)NCc1cc(-c2ccc3c(c2)OCCO3)on1	0	-5
C=CCc1cc(OC)ccc1OCCCNC(C)C	-3	-10
O=C(CCC1CCCCC1)Nc1ccc2c(c1)OCCO2	-2	0
COc1ccc(N2CCN(C(=O)c3cc([N+](=O)[O-])ccc3N3CCN(CCO)CC3)CC2)cc1	11	-12
C=CCNC(=O)Nc1nc(CSC)cs1	-15	-2
CN(C)c1cccc(C(=O)N2CCC3(CC2)NC(=O)N(Cc2ccc(F)cc2)C3=O)c1	28	-4
COc1ccc(Cn2cc(S(=O)(=O)N3CCCCC3)ccc2=O)cc1	0	3
COC[C@H]1CCCN1c1ccc2c(c1)O[C@H](COCc1ccccc1)CN([C@H](C)c1ccccc1)S2(=O)=O	-8	-1
CNC(=S)N(Cc1ccccc1)Cc1cccnc1	.	-2
CC(C)=CC(=O)Nc1nc2ccc([N+](=O)[O-])cc2s1	-2	-9
O=C(NCc1ccc(Cl)cc1)C1CCCN(c2cnc3nccnc3c2)C1 (stereo not drawn)	1	2

Screens from PubChem.
